Screening data deposited in PubChem by several laboratories.
Dynein transport – inhibitors of GR-EGFP nuclear translocation, primary screen, dynein cargo transport inhibitor project, imaging, high-content, 3617.4 mouse cells. 220,000 tested, 0.47% active. AID 1381, 2008. test concentration mostly 20 µM; stimulated with dexamethasone, 1 µM; active compounds read low. z-score, hits read low;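 active = plate z-score of nuclear minus cytoplasmic receptor signal below a set negative limit, without overly bright fluorescence or cell loss, cut at about -3.5 in these data, passing the limit was not always enough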;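 note: z-score of nuclear minus cytoplasmic ring GR-EGFP intensity difference per well; some compounds called inactive have numbers as strong as hits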
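Schedule: 48 h induction, then 1 h compound, then 30 min agonist, 37 °C. Buffer or medium: tetracycline-free induction medium containing charcoal-stripped FBS. Reagent: 1.0 µM final dexamethasone stimulus. Evaluation: nuclear versus cytoplasmic GR-EGFP signal, averaged per well. Signal: high-content fluorescence imaging after fixation.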
M17LAP inhibition – P. falciparum M17LAP inhibitors, primary screen, biochemical, fluorogenic H-Leu-NHMec substrate, 1536-well (AID 1619). recombinant M17LAP, H-Leu-NHMec fluorogenic kinetic assay; higher % means a stronger effect. 220,000 tested, 0.38% active. inhibition, % at 30 µM, or IC50 in µM where a hit was titrated;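 active = compound inhibiting the enzyme by more than half at any dose during confirmatory dose-response retesting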;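 note: plate controls were full reaction with DMSO carrier for no effect and no enzyme background for full effect; strong numbers were not always called active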
M1AAP inhibition – P. falciparum M1AAP inhibitors, biochemical, fluorogenic H-Leu-NHMec substrate, 1536-well (AID 1445). Aminopeptidase N (Plasmodium falciparum (isolate 3D7)). recombinant M1AAP, H-Leu-NHMec fluorogenic kinetic assay; higher % means a stronger effect. inhibition, % at 30 µM; hits with a dose series show IC50 in µM. 220,000 tested, 0.42% active;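 active = primary inhibition above the hit cutoff, then over 50% inhibition at one or more dose response concentrations, cut at about 23% in these data, passing the limit was not always enough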;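 note: plate controls were DMSO full reaction for no effect and no enzyme background for full effect; strong numbers were not always called active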
MT stabilizer – microtubule stabilizers in HeLa cells, primary screen, imaging, high-content imaging | HeLa tubulin immunostaining HCS, 24 h; share of cells brighter than vehicle mean+2SD | % tubulin-high responders, % at 10 µM | 200,000 tested, 0.83% active | AID 2205, 2009;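 active = plate Z-score above 3 for both tubulin-high and condensed-nucleus cell shares, with cell loss under 80%, at 10 µM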;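 note: anti alpha tubulin signal scored within the nucleus-defined area of each cell; some results filed as inactive read as strong as hits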
Insulin prom up – insulin promoter activators in MIN6 cells, imaging, high-content screening, mouse beta cells; z-score at 5 µM; MIN6 insulin promoter-GFP reporter; active compounds read high; 190,000 tested, 0.3% active; AID 1625, 2009;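 active = z-score above 3 at 5 µM with at least 500 cells counted in the well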
ER stress rescue – rescue of cells from ER stress-induced death, primary screen, 384-well, CSM14.1, thapsigargin, ATP luminescence (AID 1222); CSM14.1 thapsigargin-induced death rescue, ATP luminescence; higher % means a stronger effect; cellular ATP content (survival), % at 20 µM, or EC50 in µM where a hit was titrated; 190,000 tested, under 10 active;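 active = EC50 below 50 µM in the dose-response confirmation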;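 note: death triggered by thapsigargin at about 15 µM added after 2 h compound pretreatment; cell ATP read after overnight thapsigargin exposure of roughly 18 to 22 hours; normalized against plate controls of thapsigargin alone and 5% DMSO vehicle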
Hep lipid drop – inhibitors of hepatocyte lipid droplet formation, primary screen, imaging, high-throughput imaging, BODIPY stain; AML12 mouse hepatocytes, oleate lipid droplets; 240,000 tested, 0.4% active; AID 1656, 2009; inhibition, % at 6.5 µM;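 active = lipid droplet intensity inhibited by at least 50%, with more than 500 cells counted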
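Assay system: AML12 mouse liver cells | Compound dosing: One dose, 6.5 µM compound | Read-out basis: Droplet intensity reduction, % inhibition | Measured by: Fluorescence imaging, 20x objective, two fields per well | Schedule: Overnight treatment with compound plus oleate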
Yfh1-off respiration – enhancers of respiration in Yfh1-depleted yeast, dose response, Friedreich's ataxia, plus single-dose screen (AID 1465). fold induction at 50 µM, or EC50 in µM where a hit was titrated. S. cerevisiae Yfh1-off respiration, WST-1 reduction, 72 h; higher fold induction means a stronger effect. 220,000 tested, 0.074% active;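 active = fold induction of absorbance versus untreated yeast above a set limit, then at least 30% activation at any dose in follow-up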;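 note: activators that raise dye reduction in frataxin-depleted yeast; strong numbers were not always called active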
Autophagy mod – autophagy modulators in MEF cells, primary screen, imaging, high-content, MEF GFP-LC3. MEF GFP-LC3 puncta imaging; test concentration mostly 10 µM. calls only at 10 µM (by protocol). 190,000 tested, 0.98% active;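 active = percentage of spot-positive cells more than 3 SD above its plate mean, without a fluorescence outlier flag or 80% toxicity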;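 note: spot-positive cell cutoff set from DMSO-treated cells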
Dynein transport cytoplasmic EGFP – second read-out of Dynein transport, no call of its own (marks repeat the call); z-score; measured here: cytoplasmic GR-EGFP intensity; active compounds read high
Dynein transport nuclear GR-EGFP – further read-out of Dynein transport, marked with its call; z-score; measured here: nuclear GR-EGFP intensity;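 lower value marks the stronger effect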
Dynein transport cell count – second read-out of Dynein transport, no call of its own (marks repeat the call); z-score; measured here: cell count per field
Insulin prom up cell count – second read-out of Insulin prom up, no call of its own (marks repeat the call); cell count; measured here: cytotoxicity, nuclei count;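 total cells summed across four imaged fields per well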
Hep lipid drop cells 6.5 µM – further read-out of Hep lipid drop, marked with its call; cell count; measured here: cell count, cytotoxicity flag;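 cells counted across two imaged fields per well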
MT stabilizer Hoechst-high % – further read-out of MT stabilizer, marked with its call; % Hoechst-high responders; measured here: nuclear condensation Hoechst responders;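 share of cells brighter than vehicle mean plus two SD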
MT stabilizer cytotoxicity % – further read-out of MT stabilizer, marked with its call; toxicity, %; measured here: cytotoxicity by cell density;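 0% = mean cell density of plate MIN control wells and 100% = no cells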
Autophagy mod cell loss 18 h – further read-out of Autophagy mod, marked with its call; toxicity, %; measured here: cell loss, nuclei count;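 cell loss after 18 h compound exposure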
* hit, by the source's call; i = inactive; nt = no result given. Outcome played no part in choosing rows, and some 3.5% of all compounds hit somewhere here.

SMILES	Dynein transport	Dynein transport cytoplasmic EGFP	Dynein transport nuclear GR-EGFP	Dynein transport cell count	M17LAP inhibition	M1AAP inhibition	MT stabilizer	MT stabilizer Hoechst-high %	MT stabilizer cytotoxicity %	Insulin prom up	Insulin prom up cell count	ER stress rescue	Hep lipid drop	Hep lipid drop cells 6.5 µM	Yfh1-off respiration	Autophagy mod	Autophagy mod cell loss 18 h
c1ccc(Cc2cc(-c3ccccc3)on2)cc1	0.488	-0.188	0.521	-0.79	-9.0%	8.9%	2.9	2.2	6.0	nt	nt	-3.4%	-6.8	736	i	i	4.5
CCOC(=O)N1CCC(NC(=O)CCS(=O)(=O)c2ccc3c(c2)CCN3C(C)=O)CC1	-1.05	-0.0116	-0.606	-0.518	-4.4%	6.1%	3.0	1.0	4.5	-0.19	1645	-0.6%	nt	nt	nt	i	12.4
COC(=O)c1c(-c2cccs2)csc1NC(=O)CN1CCOCC1	2.75	0.0544	0.359	-0.854	6.0%	3.9%	4.3	1.9	10.4	-1.63	1394	nt	-5.2	732	i	i	-5.4
Cn1cc(/C=N/n2cnc3scc(-c4ccc(Cl)cc4)c3c2=O)c2ccccc21	-0.379	0.00918	0.183	-0.596	-0.8%	-1.8%	12.9	12.3	60.1	-0.04	815	-1.7%	nt	nt	i	i	60.1
COc1ccc(NC(=O)C2CCN(c3cc(-c4ccccc4)nc4ncnn34)CC2)cc1OC	-0.42	-0.202	0.0802	-0.0304	9.0%	3.5%	4.3	2.5	3.1	-0.11	1293	1.3%	nt	nt	i	i	4.5
C/C=C/c1ccc(OCCn2cncn2)c(OC)c1	0.392	-0.0633	0.37	-1.13	7.6%	-1.1%	2.7	2.7	17.3	0.66	1884	-3.1%	-13.5	645	i	i	-3.6
CCc1ccc(S(=O)(=O)NCc2csc(-c3cccnc3)n2)s1	-0.76	-0.183	-0.191	0.663	1.9%	6.8%	2.3	2.9	8.5	-0.3	1066	1.7%	2.0	746	i	i	5.9
O=C1CC(c2ccccc2)n2nc(N3C(=O)CCC3=O)nc2N1 (centres undefined)	-0.158	-0.215	0.0866	-0.719	-6.3%	1.1%	2.8	2.1	4.0	0.02	1617	-0.2%	nt	nt	i	i	-1.0
CCC(C)(C)n1nnnc1C(c1cccs1)N1CCc2ccccc21 (centres undefined)	-0.454	-0.332	0.188	-0.237	4.8%	6.0%	6.7	3.4	5.9	0.25	1235	2.9%	nt	nt	i	i	-18.4
c1ccc(N(c2ccccc2)c2nc(N3CCCC3)nc(-n3ccnc3)n2)cc1	-0.0352	-0.241	0.0605	0.382	-0.1%	-0.6%	3.8	3.3	7.3	-0.69	1225	-0.2%	nt	nt	nt	i	5.8
Cc1c(NS(=O)(=O)c2ccc(N3CCCCC3)c([N+](=O)[O-])c2)c(=O)n(-c2ccccc2)n1C	1.76	-0.21	0.574	-0.851	-2.2%	9.7%	1.9	3.9	9.5	0.01	1273	-1.0%	-2.4	691	i	i	-13.1
COc1ccc(Cl)cc1/C=C(\C#N)C(N)=O	-0.00358	-0.27	0.136	-0.4	3.8%	17.1%	3.3	2.3	8.7	2.02	1542	0.1%	19.1	687	i	i	-0.1
CNC(=S)N1CCN(C(=O)c2ccco2)CC1	0.0431	-0.229	0.327	-0.604	-1.0%	-1.1%	3.1	2.4	7.7	0.73	1484	3.4%	7.4	684	i	i	4.3
CC(C)(C)[C@]1(O)CCN2C[C@H]3c4ccccc4CCc4cccc(c43)[C@@H]2C1	0.634	-0.255	0.52	0.657	-4.9%	6.2%	1.7	2.8	12.7	nt	nt	-2.9%	-2.6	724	i	i	21.9
CCN(CC)CCCNC(=O)CNC(=S)N(CCCN1CCOCC1)Cc1cccs1	-0.556	-0.369	-0.341	1.7	0.0%	0.4%	4.0	0.7	8.8	0.35	1253	-1.0%	8.5	689	i	i	-3.6
C/C(=N\NC(=O)CN(c1ccccc1Br)S(C)(=O)=O)c1ccc2c(c1)OCCO2	-0.236	-0.175	-0.0341	0.287	13.8%	2.1%	2.2	1.4	7.9	-0.36	1305	3.3%	-22.4	585	i	i	5.9
COc1ccc(N(C)S(=O)(=O)c2c(C)noc2C)c(OC)c1	-0.258	-0.343	-0.149	0.934	-15.2%	3.1%	4.0	3.0	5.0	1.03	1136	-1.9%	-15.6	726	i	i	0.6
CSc1cccc(NC(=O)Cc2ccccc2[N+](=O)[O-])c1	0.064	-0.297	0.564	0.0797	1.0%	0.9%	2.0	3.1	11.5	0.3	1697	-0.6%	-0.3	661	i	i	-6.6
Cc1cc(-c2n[nH]c(=S)n2/N=C/C(Br)=C/c2ccccc2)n[nH]1	-4.43*	0.939*	-2.57*	-1.17*	10.5%	6.1%	4.9	3.4	23.9	0.05	609	1.6%	-30.6	729	i	i	11.3
CCN(CC(=O)NC1CCCC1)S(=O)(=O)c1ccc(C)cc1	0.0335	-0.232	0.0331	0.0907	9.4%	0.0%	2.9	2.4	1.9	0.38	1403	-2.6%	-2.7	697	i	i	-0.8

Of the compounds above, these have a Cl atom:
SMILES	Dynein transport	Dynein transport cytoplasmic EGFP	Dynein transport nuclear GR-EGFP	Dynein transport cell count	M17LAP inhibition	M1AAP inhibition	MT stabilizer	MT stabilizer Hoechst-high %	MT stabilizer cytotoxicity %	Insulin prom up	Insulin prom up cell count	ER stress rescue	Hep lipid drop	Hep lipid drop cells 6.5 µM	Yfh1-off respiration	Autophagy mod	Autophagy mod cell loss 18 h
Cn1cc(/C=N/n2cnc3scc(-c4ccc(Cl)cc4)c3c2=O)c2ccccc21	-0.379	0.00918	0.183	-0.596	-0.8%	-1.8%	12.9	12.3	60.1	-0.04	815	-1.7%	nt	nt	i	i	60.1
COc1ccc(Cl)cc1/C=C(\C#N)C(N)=O	-0.00358	-0.27	0.136	-0.4	3.8%	17.1%	3.3	2.3	8.7	2.02	1542	0.1%	19.1	687	i	i	-0.1

Following part:
SMILES	Dynein transport	Dynein transport cytoplasmic EGFP	Dynein transport nuclear GR-EGFP	Dynein transport cell count	M17LAP inhibition	M1AAP inhibition	MT stabilizer	MT stabilizer Hoechst-high %	MT stabilizer cytotoxicity %	Insulin prom up	Insulin prom up cell count	ER stress rescue	Hep lipid drop	Hep lipid drop cells 6.5 µM	Yfh1-off respiration	Autophagy mod	Autophagy mod cell loss 18 h
O=C(c1c(F)cccc1F)N(Cc1cccs1)C1CCCC1	1.03	-0.178	0.473	-0.95	12.9%	-4.3%	1.9	1.6	2.9	0.16	1462	3.3%	6.0	687	i	i	6.4
CCOc1ccc2[nH]c(=O)c(CN(Cc3cccs3)C(CC)c3nnnn3C(C)(C)CC)cc2c1 (centres undefined)	0.267	-0.0925	0.523	-0.537	-15.1%	13.2%	10.9	21.1	33.4	-3.01	1010	0.9%	nt	nt	i	i	12.4
O=C(Nc1ccc2c(c1)OC1(CCCC1)O2)C1CC1	1.82	-0.121	1.52	-1.12	29.9%	6.8%	4.4	2.0	1.0	nt	nt	-1.0%	nt	nt	i	i	-7.4
Cc1ccc(C(=O)NC(=S)Nc2ccc(S(=O)(=O)N3CCN(C)CC3)cc2)cc1	-0.123	-0.184	0.449	0.127	0.8%	6.3%	2.6	1.7	10.7	-0.19	1614	-0.7%	nt	nt	nt	i	-17.3
O=c1c(-c2nnc(SCc3ccc(Cl)cc3)o2)cccn1Cc1ccccc1	0.61	-0.13	0.0916	-0.642	1.0%	20.8%	2.5	1.4	4.3	nt	nt	9.1%	nt	nt	i	i	2.1
CCCC(=O)NC1C2CC3CC(C2)CC1C3 (centres undefined)	-0.839	-0.114	-0.191	1.18	8.2%	10.1%	3.5	1.3	6.3	0	1108	-2.3%	-2.9	760	i	i	-1.0
COC(=O)c1ccc(C2C(C(=O)Nc3ccc(C)cc3C)=C(C)Nc3ncnn32)cc1 (centres undefined)	-1.4	-0.133	-0.812	0.853	7.7%	4.5%	1.4	3.2	3.4	-0.7	975	1.0%	nt	nt	i	i	6.4
COC(=O)c1cccc(S(=O)(=O)N2CCC(NC(=O)NC34CC5CC(CC(C5)C3)C4)CC2)c1	-0.958	-0.177	-0.246	-0.106	-5.6%	-2.0%	5.1	4.0	5.0	-0.04	1051	0.8%	nt	nt	nt	i	15.7
COc1ccc(C(=O)Nc2cccc(S(C)(=O)=O)c2)cc1OC	1.3	-0.166	0.356	-0.7	4.3%	-6.4%	2.0	1.8	3.1	nt	nt	-0.9%	20.7	735	i	i	6.3
CC(=O)c1cccc(NC(=O)Nc2cccs2)c1	-0.292	-0.178	0.247	-0.0592	21.8%	3.7%	3.1	2.3	2.1	1.19	1236	0.1%	17.0	775	i	i	2.8
O=c1cc(CO)oc(CN2CCN(c3ccccc3F)CC2)c1O	-0.857	-0.202	-0.139	0.643	10.2%	3.7%	1.9	2.2	11.9	0.31	1289	-0.1%	nt	nt	i	nt	nt
c1ccc2c(c1)Cn1c-2nc2ccccc21	-0.00885	-0.015	0.729	0.849	-6.6%	2.3%	2.6	1.0	16.4	0.8	1542	-5.2%	18.9	714	i	i	-2.9
